Screening results deposited in PubChem BioAssay by National Center for Advancing Translational Sciences (NCATS).
GAA spleen mod: inhibits or activates alpha-glucosidase in human spleen homogenate; P10253; human spleen homogenate, 4-MU-alpha-glucoside fluorescence; Potency, µM (series often up to 79.9 µM), for the others: at the highest dose activity change, negative = inhibition, actives largely listed as inhibitors; actives 0.006% (n = 240,000); AID 2112;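 note: 0% = enzyme with vehicle and -100% = no enzyme basal signal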
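Enzyme source: human spleen homogenate, 1 ug/well. Buffer 50 mM citric acid/K phosphate pH 5.0, 0.01% Tween-20. 4-MU-alpha-glucoside 1 mM; 37 C x 40 min; NaOH/glycine stop; fluorescence.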
GAA inhib: alpha-glucosidase (human) inhibition; AID 1466; P10253; Potency, µM (highest dose often 76.9 µM), for the others: at the top dose activity change, negative = inhibition, actives largely listed as inhibitors; purified human GAA, 4-MU-alpha-glucoside fluorescence; actives 0.005% (n = 200,000);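 note: plate controls were uninhibited enzyme wells for no effect and no-enzyme background for full effect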
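Fluorescence at Ex 365/Em 440 nm from 4-methylumbelliferone reported enzyme activity after 20 min at room temperature. Reactions used 4 nM enzyme and 400 uM substrate at pH 5.0; curves fitted with the Hill equation.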
RECQ1 helicase: blocks DNA unwinding by human RECQ1. P46063. RECQ1 DNA unwinding, red fluorescence kinetic read. Potency, µM (series often up to 57.3 µM), without a hit: at the top dose activity, negative = inhibition, usual class: inhibitors. actives 0.54% (n = 240,000);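 note: plate controls were vehicle for no effect and no enzyme for full effect; nearly all actives have a fitted effect of over 30% in size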
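50 nM RECQ1T1 preincubated 15 min with compound in Tris pH 8.0 buffer with MgCl2, DTT, Tween-20 and 2.5 ug/ml poly(dI-dC); started with 200 nM TAMRA/BHQ-2 forked duplex and 2 mM ATP. Unwinding read as fluorescence (525/598 nm), two reads 2 h apart.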
L3MBTL1 block: L3MBTL1 (human) inhibition. actives 0.66% (n = 230,000). AID 485360. AlphaScreen L3MBTL1–H3K9me1 peptide binding. Potency, µM (titrated, usually from 57.1 µM), for the others: at the top dose activity, negative = inhibition, usual class: inhibitors; note: nearly all actives have a fitted effect of over 60% in size
Target sequence (Q9Y468 whole entry, looked up): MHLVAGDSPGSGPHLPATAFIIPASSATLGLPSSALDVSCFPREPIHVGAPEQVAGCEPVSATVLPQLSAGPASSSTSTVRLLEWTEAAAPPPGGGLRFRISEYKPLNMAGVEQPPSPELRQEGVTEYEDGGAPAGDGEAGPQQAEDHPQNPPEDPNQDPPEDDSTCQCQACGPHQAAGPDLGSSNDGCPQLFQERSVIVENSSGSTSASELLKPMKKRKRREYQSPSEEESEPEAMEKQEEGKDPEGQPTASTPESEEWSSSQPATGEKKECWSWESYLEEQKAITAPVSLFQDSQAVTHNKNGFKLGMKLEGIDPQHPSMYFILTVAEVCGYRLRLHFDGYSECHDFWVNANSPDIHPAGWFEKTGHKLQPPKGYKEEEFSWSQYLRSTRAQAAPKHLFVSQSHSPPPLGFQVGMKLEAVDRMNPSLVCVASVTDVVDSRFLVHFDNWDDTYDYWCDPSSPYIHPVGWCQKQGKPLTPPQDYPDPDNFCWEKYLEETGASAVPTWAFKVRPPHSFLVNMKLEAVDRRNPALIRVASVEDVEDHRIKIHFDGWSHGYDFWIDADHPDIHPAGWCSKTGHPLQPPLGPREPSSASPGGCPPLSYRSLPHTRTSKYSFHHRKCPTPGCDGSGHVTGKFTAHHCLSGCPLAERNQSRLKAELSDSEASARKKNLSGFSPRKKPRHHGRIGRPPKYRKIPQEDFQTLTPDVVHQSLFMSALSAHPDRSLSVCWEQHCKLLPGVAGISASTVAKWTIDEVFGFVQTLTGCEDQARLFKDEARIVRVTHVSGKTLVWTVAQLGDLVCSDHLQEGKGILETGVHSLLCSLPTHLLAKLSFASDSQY
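First, the protein-peptide complex forms for 30 min at room temperature (L3MBTL1 50 nM, biotinylated H3K9me1 peptide 75 nM). Next, compounds are pin-transferred and incubated 30 min. Finally, AlphaScreen beads are added and read after 30 min.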
RGS12 GoLoco inh: blocks human Gai1 binding to RGS12 GoLoco peptide, red readout; actives 0.44% (n = 230,000); P63096; Gai1:RGS12 GoLoco peptide FP, rhodamine, 10 min; Potency, µM (titrated, usually from 61.6 µM), without a hit: at the highest dose activity, negative = inhibition, actives largely listed as inhibitors; active = well fitted inhibition curve with a large enough effect, not every such curve was filed as active; inactive = no such curve, though single readings can be large or run the other way; note: nearly all actives have a fitted effect of over 30% in size; many of its hits are not listed in these tables
TRb SRC2 PPI: disrupts binding of human TR beta to SRC2 | P10828 | TRbeta-SRC2 peptide binding, fluorescence polarization; receptor liganded with 1 µM T3 | Potency, µM (highest dose often 106 µM), for the others: at the top dose activity change, negative = inhibition, most hits filed as inhibitors | actives 0.065% (n = 280,000) | AID 1469;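 note: plate controls were bound peptide for no effect and peptide without receptor for full effect; nearly all actives have a fitted effect of over 50% in size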
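Assay buffer: 20 mM Tris-HCl, 100 mM NaCl, 10% glycerol, 1 mM EDTA, 0.01% NP-40, 1 mM DTT, 1 uM T3, 5% DMSO; TRb LBD 0.6 uM, Texas Red SRC2 20 nM; FP after 5 hr.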
TR SRC2 fluor cs: Texas Red fluorescence interference in TRb-SRC2 counter-screen. Potency, µM (series often up to 106 µM), for the others: at the top dose fluorescence change, negative = quenching. TRb/SRC2 Texas Red total fluorescence interference. actives 0.29% (n = 280,000). AID 1479; active = well fitted curve in either direction with a large enough effect; inconclusive = small, poorly fitted or top-dose-only effect
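Flags fluorescent or light-absorbing compounds by total fluorescence, S + 2P, at 555 nm excitation and 632 nm emission. Mixture: 20 nM Texas Red SRC2 peptide, 0.6 uM human TRb LBD, 1 uM T3, 5% DMSO; compound exposure 5 h at ambient temperature.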
GAA glycogen mod: alters human alpha-glucosidase cleavage of glycogen; P10253; recombinant GAA, glycogen substrate, Amplex Red glucose oxidase fluorescence; Potency, µM (doses to about 76.4 µM), for inactives: at the top dose activity change, negative = inhibition, actives largely listed as inhibitors; actives 0.38% (n = 300,000);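 note: 0% = full enzyme reaction and -100% = no-enzyme basal signal; the screen sought inhibitors and activators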
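Natural-substrate format: glycogen cleavage by 4 nM human enzyme, glucose read by Amplex Red coupling (Ex 573, Em 610 nm). Normalized to enzyme and no-enzyme controls.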
* = called active by the depositor; i = inactive; ? = inconclusive; . = no result given; [ ] = another dose, or the depositor's remark. Unless noted, calls come from the whole dose curve; as a rule, active = well fitted curve in the direction sought with a large enough effect; inconclusive = small, poorly fitted or top-dose-only effect, or another doubt; inactive = no such curve, though single readings can be large; an effect the other way counts as inactive or inconclusive. Unless noted, % is set by controls: 0 for no effect and ±100 for the full control effect; potency is the fitted concentration of half-maximal effect.

SMILES | GAA spleen mod | GAA inhib | RECQ1 helicase | L3MBTL1 block | RGS12 GoLoco inh | TRb SRC2 PPI | TR SRC2 fluor cs | GAA glycogen mod
COc1cc(C)c(Cl)cc1S(=O)(=O)n1ccnc1 | 1.8% | 2.3% | i | 3.1%[11.4 µM] | -9.1% | 2.2% | -0.5% | -3.6%
COC(=O)Cn1c(=NC(=O)CSCC(=O)Nc2cc(C)on2)sc2cc(C(=O)OC)ccc21 | 0.1% | . | -9.3% | 7.0% | -4.4% | -0.1% | -1.1% | -8.5%
CCN(C1CCCCC1)S(=O)(=O)c1ccc(S(=O)(=O)N(CC(=O)Nc2ccccc2)C2CC2)cc1 | 2.2% | -2.5% | 11.3% | . | 10.8% | 0.0% | -2.3% | -1.7%
CC(C)c1cc(Br)ccc1OCCCN1C(=O)NC(C)(C)C1=O | -14.9% | -9.0% | -9.4% | . | -1.7% | -18.5% | -1.0% | -2.1%
COCc1nnc(NS(=O)(=O)c2ccc([N+](=O)[O-])cc2)s1 | 3.2% | -2.2% | -11.7% | . | -3.6% | 0.2% | -1.1% | 2.8%
Cc1ccc(Cn2c3ccccc3c3cn[nH]c(=O)c32)cc1 | -5.0% | -7.9% | -9.3% | -6.7% | -0.4% | -21.3% | 1.6% | 8.9%
O=C1NN(c2ccccc2)C(=O)/C1=C/c1ccc(Sc2cccc3ccccc23)o1 | -0.5% | -10.1% | 20µM* | ? | 4.0% | 2.8% | -3.4% | -17.4%
O=C1NCCn2ccc(=O)cc21 | -14.1% | ? | -8.3% | 1.2% | 3.4% | 2.6% | -6.1% | 4.0%
Cc1ccc(/C=N/NC(=O)c2cc(C)oc2C)cc1 | 10.8% | . | 1.5% | -10.0% | 4.3% | -4.4% | -0.3% | -9.0%
COc1ccc(/C=N/Nc2nc(Nc3ccccc3)nc(N3CCCCC3)n2)c(OC)c1 | 1.2% | -2.9% | -6.1% | -14.9% | 4.8% | 5.5% | -1.5% | -11.3%
Cc1cc(C)c(C(N)=O)c(NC(=O)Nc2ccccc2)n1 | 2.6% | 4.9% | -4.4% | -2.9% | 5.7% | -7.6% | 0.0% | 13.2%
COc1ccc(F)cc1S(=O)(=O)n1cc(C)nc1-c1ccccc1 | -10.1% | -4.7% | i | 6.4% | -0.7% | -1.1% | 2.5% | 2.9%
COc1ccc(CC/C(C)=N\NC(N)=O)cc1 | 6.4% | 1.1% | i | 5.4% | 6.1% | 3.9% | 2.5% | -3.7%
COc1ccc(C(=O)OCC(=O)NCCN2C(=O)CSC2=O)cc1 | 6.7% | -14.4% | i | -2.3% | -4.9% | 2.2% | 0.5% | 12.5%
Cc1ccc(OCCCN(C)C)c(Br)c1 | 8.7% | -4.2% | -3.7% | -6.5% | 14.5% | -2.7% | -0.2% | 7.8%

The list goes on, starting with the last four of the part before.
SMILES | GAA spleen mod | GAA inhib | RECQ1 helicase | L3MBTL1 block | RGS12 GoLoco inh | TRb SRC2 PPI | TR SRC2 fluor cs | GAA glycogen mod
COc1ccc(F)cc1S(=O)(=O)n1cc(C)nc1-c1ccccc1 | -10.1% | -4.7% | i | 6.4% | -0.7% | -1.1% | 2.5% | 2.9%
COc1ccc(CC/C(C)=N\NC(N)=O)cc1 | 6.4% | 1.1% | i | 5.4% | 6.1% | 3.9% | 2.5% | -3.7%
COc1ccc(C(=O)OCC(=O)NCCN2C(=O)CSC2=O)cc1 | 6.7% | -14.4% | i | -2.3% | -4.9% | 2.2% | 0.5% | 12.5%
Cc1ccc(OCCCN(C)C)c(Br)c1 | 8.7% | -4.2% | -3.7% | -6.5% | 14.5% | -2.7% | -0.2% | 7.8%
NC(=O)CSc1nnc(-c2ccoc2)o1 | -11.6% | 7.9% | -12.5% | 4.5% | 4.9% | 1.3% | -1.1% | 5.3%
COc1ccccc1CNC(=O)CCNC(=O)Cn1ccc2ccccc2c1=O | -1.7% | 2.9% | 4.1% | 7.4%[11.4 µM] | 9.1% | -4.1% | 0.2% | 4.9%
CC(C)C(=O)N1N=C(c2ccc(NS(C)(=O)=O)cc2)CC1c1cccs1 (stereo unspecified) | 4.3% | ? | -3.1% | -0.5% | 16.9% | -5.3% | -1.5% | -1.1%
NCc1cccc(-n2cccn2)c1 | -3.8% | -2.8% | 7.4% | -7.9% | 9.1% | 4.5% | -4.4% | -5.5%
CCOc1ccc(NC(=O)Cn2nnc3c(cnn3-c3ccc(F)cc3)c2=O)cc1 | 7.7% | -3.4% | -1.7% | 9.6% | 10.7% | -1.3% | -1.4% | -1.9%
O=c1[nH]c2ccccc2c(O)c1O | -2.9% | 2.7% | -13.3% | 5.7% | -7.9% | 0.0% | 0.7% | 0.1%
CC(=O)Nc1nnc(-c2ccco2)o1 | . | -2.8% | i | 13.0% | -5.4% | -0.1% | 0.6% | -4.2%
CC(C)C(NS(=O)(=O)c1cccs1)C(=O)Nc1nc(C(C)(C)C)cs1 (stereo unspecified) | -5.7% | 2.8% | -9.2% | -3.7% | -3.6% | 6.4% | 1.3% | 9.9%
O=C(NC12CC3CC(CC(C3)C1)C2)c1ccccc1 | -0.5% | 17.2% | i | 3.4% | 23.0% | 1.2% | -3.3% | 18.4%
O=C(COc1ccc(Br)cc1)N/N=C1\SCC(=O)N1c1ccc(F)cc1 | -0.6% | ? | 0.2% | -15.6% | 2.2% | 5.6% | 0.3% | -2.8%
COc1ccccc1NS(=O)(=O)c1cccc(N2CC(O)=C(c3ccccc3)C2=N)c1 | -9.1% | 0.9% | i | -3.9% | 6.2% | 2.5% | 0.0% | 1.0%
Cc1cccc(CCNC(=O)C2CCN(S(=O)(=O)c3cccc4nsnc34)CC2)c1 | -3.1% | -0.2% | -6.2% | . | -1.1% | 0.9% | -7.0% | 5.3%
CCC(C)NCCOc1ccccc1C (stereo unspecified) | 5.4% | 12.1% | i | 3.8% | -8.3% | 5.8% | -4.2% | 3.3%
Cc1c(C(=O)COC(C)(C)C)[nH]c2ccccc12 | -8.1% | -1.3% | -8.5% | 0.2% | -1.1% | -12.4% | -0.6% | -0.4%
Cc1nn(-c2ccccc2)c(N2CCCC2)c1/C=N/Nc1ccc(S(N)(=O)=O)cc1[N+](=O)[O-] | 1.9% | -11.4% | ? | ? | 7.5% | -2.2% | -2.8% | 1.6%
Cc1sc2ncnc(SCC(=O)NC(C)C(C)C)c2c1C (stereo unspecified) | -2.9% | -1.9% | -2.3% | . | 5.7% | -5.7% | -1.4% | 0.9%
c1cc(-c2cccs2)nc(-c2cccs2)c1 | 6.8% | -1.1% | i | 65.4%[activator] | 0.0% | 6.1% | 0.2% | -4.3%
COc1ccc(S(=O)(=O)NN(C)C(=O)c2nn(-c3ccccc3)ccc2=O)cc1 | 12.9% | -1.1% | 3.0% | -1.9% | 11.4% | -5.0% | -4.8% | -9.2%
COC(=O)c1ccc(N=NNc2cccc(Br)c2)cc1 | -6.7% | -2.4% | -2.6% | -1.2% | 1.3% | 0.6% | -6.8% | -0.2%
CCCCN(C)C(=O)C1CCC(=O)N(c2cc(OC)c(OC)c(OC)c2)C1c1ccc(OC)cc1 (stereo unspecified) | 1.6% | -10.9% | i | ? | 0.9% | -6.8% | -2.2% | 2.0%
CCOC(=O)N1CCN(S(=O)(=O)c2ccc(F)cc2)CC1 | -4.9% | -1.6% | i | -1.4% | 1.1% | -15.1% | -1.1% | 6.3%
Cc1cccc(OCC(=O)N/N=C\c2cn(C)c3ccccc23)c1 | -2.6% | 7.0% | -23.1% | -23.3% | 13.3% | 3.7% | -5.9% | -2.8%
O=C(Nc1cccc(-c2cn3ccccc3n2)c1)c1cc2ccccc2oc1=O | -7.6% | 2.3% | -8.9% | 5.8% | 9.2% | -11.1% | -4.1% | -5.7%
COc1cccc(OCC(=O)Nc2ccccc2NC(C)=O)c1 | 7.7% | 6.5% | -19.1% | -1.6% | 7.0% | 3.7% | -3.7% | 1.2%
C/C(=N\NC(=O)CN(c1ccccc1)S(=O)(=O)c1ccccc1[N+](=O)[O-])C(C)(C)C | -12.2% | 7.6% | -3.9% | -1.8% | -4.2% | -0.1% | -1.0% | -7.2%
Cc1cccc(Nc2nc(N)nc(CSC(=S)N3CCOCC3)n2)c1 | -1.0% | 5.1% | 4.6% | -3.2% | . | 1.4% | 0.7% | 18.7%
COc1ccc2c(c1)c(C(=O)O)c(C)n2-c1ccccc1 | -1.1% | . | -12.3% | 8.6% | 6.6% | -0.4% | -1.3% | 5.2%
COC(=O)CNC(=O)c1ccc(NS(=O)(=O)c2cc([N+](=O)[O-])ccc2Cl)cc1 | 1.6% | -5.6% | -1.7% | -25.3% | 8.0% | 1.8% | 1.3% | 3.8%
COc1cc(/C=C/[N+](=O)[O-])ccc1OCc1cccc(C(=O)O)c1 | -2.5% | 9.2% | 20µM* | 28.2µM* | -18.2% | ? | -15.7% | -7.0%
Clc1ccc(CSc2ncn[nH]2)cc1 | 0.6% | ? | -5.7% | 3.6% | 6.1% | -2.1% | -2.6% | -10.9%
Cc1nn(C)c(C)c1Nc1ccc(N2C(=O)C3C4C=CC(C4)C3C2=O)cc1[N+](=O)[O-] (stereo unspecified) | 0.8% | 1.3% | -12.5% | . | -4.2% | 0.2% | -4.4% | -23.5%
CCOC(=O)Cc1csc(NC(=O)Nc2cccc(Cl)c2)n1 | -9.6% | -3.5% | -7.2% | 3.4% | 8.7% | -2.5% | 0.4% | 2.5%
CC1CCN(S(=O)(=O)Cc2ccccc2Cl)CC1 | -3.1% | -6.5% | i | 24.7% | 4.6% | -4.3% | 0.5% | 1.9%
CN(C(=O)CSCC(=O)O)C1CCCCC1 | -9.3% | 5.8% | -1.3% | -2.7% | -5.2% | 1.6% | 3.7% | -5.1%
NC(=O)c1sc2nc(-c3ccco3)ccc2c1N | 2.2% | -10.3% | 11.2µM* | -2.3% | -1.4% | -8.5% | -22.5% | -7.3%

This is a subset, so the mix of outcomes need not match the whole.
